FBPA Giardia inh – blocks Giardia fructose-bisphosphate aldolase activity; Potency, µM (doses to about 59.6 µM), for inactives: at the top dose activity, negative = inhibition, usual class: inhibitors; purified Giardia FBPA; actives 0.71% (n = 290,000); A8B2U2; also: potency is read from the fitted curve at half-maximal effect; nearly all actives have a fitted effect of over 55% in size
Target sequence (A8B2U2 whole entry, looked up): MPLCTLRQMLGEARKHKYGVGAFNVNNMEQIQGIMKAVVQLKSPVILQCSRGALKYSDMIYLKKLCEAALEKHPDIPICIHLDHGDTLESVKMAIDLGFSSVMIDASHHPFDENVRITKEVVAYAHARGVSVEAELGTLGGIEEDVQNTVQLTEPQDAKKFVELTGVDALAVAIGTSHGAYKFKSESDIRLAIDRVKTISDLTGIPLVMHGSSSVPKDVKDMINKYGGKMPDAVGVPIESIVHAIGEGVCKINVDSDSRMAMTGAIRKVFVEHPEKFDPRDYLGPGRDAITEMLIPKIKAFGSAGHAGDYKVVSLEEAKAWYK
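40 nM FBPA preincubated 10 min at RT with compound (up to 57.5 uM final), then substrate plus GAPDH/TPI/NAD/arsenate coupling and diaphorase/resazurin added. Fluorescence read after 20 min at RT, 525/598 nm.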
HCMV inh – inhibitors of human cytomegalovirus; activity change, negative = inhibition, % at 57.5 µM; actives 4.5% (n = 410,000); AID 1259415; HFF cells, HCMV-luciferase reporter, 72 h; hits give low values; in the data active = activity change below about -60%; inconclusive = no clear call, values can overlap the other calls; inactive = above about -39%
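Inhibition of viral replication was scored as loss of reporter luminescence in HFFs infected with HCMV-luciferase (MOI 1 PFU/cell) for 72 h; compounds tested at 2 doses, normalized to buffer and Salinomycin controls.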
Sm TGR block – inhibitors of Schistosoma mansoni thioredoxin glutathione reductase; purified TGR, DTNB reduction, TNB absorbance 405 nm; Potency, µM (top dose mostly 114 µM), without a hit: at the top dose activity change, negative = inhibition, usual class: inhibitors; actives 3% (n = 360,000); AID 485364; also: potency is read from the fitted curve at half-maximal effect; nearly all actives have a fitted effect of over 60% in size
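First, TGR (20 nM dispensed) and NADPH were mixed with compound. Second, a 15 min room-temperature incubation followed. Third, further NADPH and then DTNB were added to start the reaction. Finally, TNB absorbance was monitored kinetically.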
AMA1 RON2 block – AMA1-RON2 (P. falciparum) interaction inhibition; AlphaScreen AMA1-biotinylated RON2 peptide binding; Potency, µM (top dose mostly 58.2 µM), for the others: top-dose activity change, negative = inhibition, usual class: inhibitors; actives 0.2% (n = 360,000); AID 720542;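 also: potency is read from the fitted curve at half-maximal effect; 0% = vehicle wells and -100% = peptide control; nearly all actives have a fitted effect of over 45% in size; some results filed as inactive show a strong effect at the top dose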
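AMA1 (3D7) with his tag at 25 nM final met compounds first, then biotinylated RON2 peptide at 25 nM; detection used donor plus acceptor beads, 10 µg/mL apiece, read by AlphaScreen after 30 min at room temperature.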
AmpC detergent – blocks E. coli AmpC beta-lactamase in detergent assay | actives 0.041% (n = 370,000) | Potency, µM (series often up to 114 µM), for inactives: at the highest dose activity change, negative = inhibition, actives largely listed as inhibitors | AmpC hydrolysis of nitrocefin, absorbance 480 nm, 0.01% Triton | P00811;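 also: potency is read from the fitted curve at half-maximal effect; 0% = no-compound wells and -100% = no-enzyme wells; nearly all actives have a fitted effect of over 25% in size; some results filed as inactive show a strong effect at the top dose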
Target sequence (P00811 whole entry, looked up): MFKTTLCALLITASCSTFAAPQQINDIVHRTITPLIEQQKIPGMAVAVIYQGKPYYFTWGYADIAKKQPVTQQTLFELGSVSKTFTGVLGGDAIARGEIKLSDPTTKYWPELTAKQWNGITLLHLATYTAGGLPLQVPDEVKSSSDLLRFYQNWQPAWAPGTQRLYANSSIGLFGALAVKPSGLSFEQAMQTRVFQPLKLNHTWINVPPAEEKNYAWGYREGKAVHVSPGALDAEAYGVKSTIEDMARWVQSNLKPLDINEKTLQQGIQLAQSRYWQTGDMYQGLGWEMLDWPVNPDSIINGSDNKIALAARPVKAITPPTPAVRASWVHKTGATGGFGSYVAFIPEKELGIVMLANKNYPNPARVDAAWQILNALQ
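AmpC (5.3 nM in the dispensed reagent) in 20 mM phosphate pH 7.0 with 0.01% (detergent screen) or 0.0001% Triton X-100 was preincubated with compounds for 15 min at room temperature. Nitrocefin was then added from an 800 uM solution, and hydrolysis was followed at 480 nm.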
AmpC inh no detg – blocks E. coli AmpC beta-lactamase in detergent-free assay; actives 0.52% (n = 330,000); Potency, µM (highest dose often 57.1 µM), without a hit: at the top dose activity change, negative = inhibition, actives largely listed as inhibitors; AmpC nitrocefin hydrolysis, absorbance 480 nm, 0.0001% Triton; AID 485341;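 also: potency is read from the fitted curve at half-maximal effect; plate controls were no compound for no effect and no enzyme for full effect; nearly all actives have a fitted effect of over 20% in size; some results filed as inactive show a strong effect at the top dose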
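AmpC (5.3 nM in the dispensed reagent) in 20 mM phosphate pH 7.0 with 0.01% (detergent screen) or 0.0001% Triton X-100 was preincubated with compounds for 15 min at room temperature. Nitrocefin was then added from an 800 uM solution, and hydrolysis was followed at 480 nm.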
Numbers without * were called inactive; ? = inconclusive; / = not tested or not shown; & = joins results of further samples; [ ] = another dose, or the depositor's remark. Unless noted, calls follow the shape of the dose curve; as a rule, active = well fitted curve in the direction sought with a large enough effect; inconclusive = small, poorly fitted or top-dose-only effect, or another doubt; inactive = no such curve, though single readings can be large; an effect the other way counts as inactive or inconclusive. Unless noted, % is scaled to controls: 0 for no effect and ±100 for the full control effect.

SMILES | FBPA Giardia inh | HCMV inh | Sm TGR block | AMA1 RON2 block | AmpC detergent | AmpC inh no detg
Cc1cccc(C)c1OCC(=O)OC/C(O)=C(\C#N)c1nc2ccccc2[nH]1 | -15% | ? | 1% | 45%[activator] | -13% | -23%
CCC(=O)N1CCc2cc(S(=O)(=O)NC(CC(C)C)C(=O)Nc3cc(C)ccc3OC)ccc21 (stereo unspecified) | / | -6 | 1% | / | 1% | /
Cc1cc(N2CCCc3ccccc32)n2ncnc2n1 | 0% | 25 | -1% | 0% | -14% | 7%
CN1CCN(c2ccc(S(=O)(=O)N3CCOCC3)cc2NC(=O)CCc2ccccc2)CC1 | 1% | 8 | -1% | 10% | 2% | 16%
O=c1ccc(Cl)cn1Cc1ccccc1F | -4% | 28 | -5% | 9% | -13% | -10%
CCN(CC)C(=O)C1CCN(C(=O)c2cnn(-c3ccccc3)c2-n2cccc2)CC1 | / | 16 | ? | / | 16% | /
Cn1c(=O)[nH]c(=O)c2c1nc(N1CCCCCC1)n2CCN1CCCCCC1 | -15% | -1 | 1% | 12% | -13% | -28%
O=C1C=C(c2ccccc2Oc2ccccc2)C[C@@H](c2ccc3c(c2)OCO3)C1 | / | 0 | -3% | -17% | 0% | -21%
CCN(CCCNC(=O)CSc1cc(=O)n(CC)c2ccccc12)c1cccc(C)c1 | / | 17 | -14% | / | -11% | /
COc1ccc(N2CCN(C(=O)CCCOc3cc(=O)n(C)c4ccccc34)CC2)cc1 | 0% | 136 | -12% | -15% | -1% | 93%[activator]
COc1ccc(Nc2ccnc3ccccc23)cc1 | -11% | ? | -8% | -3% | -12% | -19%
CN(C)/C=N/S(=O)(=O)c1ccc(Cl)c(Cl)c1 | 3% | -13 | 13% | -4% | 6% | -26%
O=c1[nH]c(CSc2ncc(C(F)(F)F)cc2Cl)nc2cc(C(F)(F)F)ccc12 | 1% | 8 | -4% | 13% | 3% | -26%
CC(=O)c1sc(NC(=O)CCCOc2ccccc2C)nc1C | 8% | -6 | -4% | 14% | -4% | -9%
CCOc1ccc(-n2c(=O)c3c(C)c(C)sc3n(CC(=O)NCCc3ccccc3)c2=O)cc1 | / | 6 | 5% | / | 18% | /
CNC(=O)c1cc(C(=O)c2ccc(F)cc2C(F)(F)F)c[nH]1 | 4% | -7 | 1% | -6% | -5% | 1%
O=C(c1ccc(Cl)cc1)C1CCN(C(=O)c2ccc(F)cc2)CC1 | 2% | -35 | 1% | -5% | ? | 50%
C#CCOCCOCCOCCNc1nc(N2CCN(C(=O)C([C@@H](C)CC)n3cc(C(N)CC(C)C)nn3)CC2)nc(N2CCN(C(=O)[C@H](CCC(=O)O)n3cc(C(N)CC(C)C)nn3)CC2)n1 (stereo partly specified) | -2% | / | -1% | 7% | -1% | 162%[activator]
Cc1ccc(S(=O)(=O)NNC2CC(=O)N(c3ccc(Br)cc3)C2=O)cc1 (stereo unspecified) | 0% | 13 | / | -6% | -6% | -10%
Cc1ccc(N2C(=O)Nc3cc(Cl)c(Cl)cc3N2O)cc1Cl | -23% | -24 | 12% | 15% | 2% | -18%
O=C(CCCCCn1c(=S)[nH]c2ccccc2c1=O)N1CCOCC1 | / | -30 | 3% | -4% | 6% | -16%
O=C(COc1ccccc1)Nc1c(C(=O)N2CCC(N3CCCCC3)CC2)oc2ccccc12 | / | -70* | 2% | 8% | 1% | 2%
O=C(Nc1ccccc1C(=O)OCc1cc(=O)n2ccsc2n1)c1ccc(Cl)cc1 | / | 18 | 0% | / | 9% | /
Cc1c(Cl)cccc1NC(=S)NCCCN(C)C | 9% | -36 | 2% | -3% | 8% | -17%
Oc1ccc(Nc2nc(-c3cccnc3)cs2)cc1 | 3% | / | -16% | -13% | -13% | -21%
CC(=O)c1cc(-c2ccccc2)n(CC(=O)N2CCC(C)CC2)c1C | 3% | 35 | -2% | 1% | ? | 51%
Cc1nc2ccc(S(=O)(=O)NCC(=O)N3CCN(c4ccccn4)CC3)cc2s1 | 4% | -16 | -29% | 1% | -5% | 18%
Cn1c(NCc2ccccc2)nc2c1c(=O)n(Cc1ccc(Br)cc1)c(=O)n2C | 2% | -28 | 11% | -7% | ? | 2%
CC(=O)c1cc(CN2CCN(Cc3ccc(C)cc3)C(CCO)C2)cs1 (stereo unspecified) | -4% | 31 | -34% | -2% | -2% | 30%
COc1ccc(C)cc1NC(=O)CNC(c1ccccc1)c1ccccc1 | 1% | 6 | -19% | 2% | -4% | -3%
C[N+]1(C2CCC3CCC2C3O)CCCC1 (stereo unspecified) | 4% | -13 | 4% | -6% | 3% | -28%
Cc1sc2ncn(CC(=O)N(C)c3cccc(C(F)(F)F)c3)c(=O)c2c1S(=O)(=O)N1CCN(c2ncccn2)CC1 | / | 7 | -8% | / | -8% | /
CCOc1ccc2[nH]c(C(=O)N/N=C/c3cccc(OC)c3OC)cc2c1 | 15% | 46 | 0% | 6% | -2% | -27%
Nc1nc(CSc2nnnn2-c2ccccc2)nc(N2CCCc3ccccc32)n1 | -11% | -18 | -3% | -15% | -1% | 2%
Cc1ccc(CN2CC3CC(C2)c2cccc(=O)n2C3)cc1 (stereo unspecified) | -2% | 1 | -25% | -2% | ? | -13%
COc1ccc(O)c(/C=N/NC(=O)CCC(=O)Nc2cccc(C)c2)c1 | -18% | 43 | -2% | 75%[activator] | -14% | -18%
Cc1nc(NCc2ccccn2)c2ccccc2n1 | -15% | -84* | 9% | 48%[activator] | 2% | -10%
Cc1cc(C)nc(SCc2nnc(SCC(N)=O)n2Cc2ccco2)n1 | / | -5 | 0% | -2% | -1% | -3%
Cc1ccc(S(=O)(=O)n2cnc3ccccc32)cc1 | -18% | 22 | 2% | -13% | -1% | -7%
Cc1ccc(C(=O)NCCc2nnc3ccc(SCC(=O)N4CCCCC4)nn23)cc1 | / | -1 | -19% | -13% | -7% | 151%[activator]
Cc1ccc(NC(=O)Cn2c(=O)oc3cc(S(=O)(=O)N4CCCCC4)ccc32)c(C)c1 | / | -22 | 0% | / | 12% | /
O=C(NC(CO)C(O)c1ccc([N+](=O)[O-])cc1)C(Cl)Cl (stereo unspecified) | 4%&6% | 6 | 6% | -6% | -9% | -12%
O=C(COC(=O)CCC(=O)c1ccc(Cl)cc1)NCC1CCCO1 (stereo unspecified) | 2% | 9 | 3% | -4% | ? | -9%
CCc1c(C)sc2c1CCN(Cc1ccccc1F)C2c1ccccc1 (stereo unspecified) | / | -105* | -2% | / | -4% | /
CC1CN(S(=O)(=O)c2ccc(Cl)c(C(F)(F)F)c2)CC(C)O1 (stereo unspecified) | 2% | -2 | 0% | -5% | 6% | -6%
O=C(Nc1nccs1)c1cc2cc(Cl)ccc2oc1=O | 2% | 9 | 1% | 0% | -1% | -6%
C=CCn1c(O)c(/C=N/N2CCCCC2)c(=O)[nH]c1=O | 6% | 21 | 0% | 1% | -7% | -16%
CC1Oc2ccccc2N(Cc2ccc(F)cc2)C1=O (stereo unspecified) | 3% | -22 | -1% | 8% | 4% | -11%
NC(=O)c1ccc(N2CCN(S(=O)(=O)c3cccs3)CC2)c([N+](=O)[O-])c1 | / | -84* | / | -4% | / | -37%
COCCCn1c2nc3ccccc3nc2c2c(=O)n(-c3ccccc3OC)c(C)nc21 | 4% | / | -2% | / | ? | -19%
COc1cc(OC)c(CN2CCCN(C)CC2)cc1Br | ? | 0 | -14% | 14% | -12% | -4%
O=C(COC(=O)c1ccc2ccccc2n1)Nc1cccc(S(=O)(=O)NC2=NCCCCC2)c1 | 2% | 86 | 3% | 2% | -2% | -20%
O=c1[nH]c(/C=C\c2cccnc2)c([N+](=O)[O-])c(=O)[nH]1 | 12% | 14 | -24% | -5% | 4% | 55%
C/C(=N\NC(=O)CC1N=C(Cc2ccccc2)NNC1=O)c1ccncc1 (stereo unspecified) | 2% | 19 | -13% | 12% | -7% | -15%
CN(CC(=O)NC1CCCc2ccccc21)S(=O)(=O)c1ccc2c(c1)c(=O)n(C)c(=O)n2C (stereo unspecified) | 3% | -9 | 3% | -1% | -13% | 6%
CC(C)(C)c1ccc(OCC(=O)N2CCN(c3ccccn3)CC2)cc1 | / | -94* | -2% | 13% | -5% | 56%
Cc1ccc(C(=O)C[n+]2cc(Br)cc(Br)c2)cc1 | -1% | 27 | -29% | -3% | 4% | -15%
COc1ccc(NC(=O)Cn2c(=O)n(Cc3ccco3)c(=O)c3cc(OC)c(OC)cc32)cc1 | / | -97* | 0% | / | 11% | /
NNc1nc2sc3c(c2c(=O)n1Cc1ccccc1)CCC3 | -9% | 3 | -13% | 48%[activator] | 4% | -54%
CC(=O)N1c2ccc(S(=O)(=O)NCC3CCC(C(=O)N4CCCC(C)C4)CC3)cc2CC1C (stereo unspecified) | / | 0 | -4% | -10% | -6% | 126%[activator]

Two records drawn at random from those above:
SMILES | FBPA Giardia inh | HCMV inh | Sm TGR block | AMA1 RON2 block | AmpC detergent | AmpC inh no detg
O=C(COC(=O)c1ccc2ccccc2n1)Nc1cccc(S(=O)(=O)NC2=NCCCCC2)c1 | 2% | 86 | 3% | 2% | -2% | -20%
O=C(NC(CO)C(O)c1ccc([N+](=O)[O-])cc1)C(Cl)Cl (stereo unspecified) | 4%&6% | 6 | 6% | -6% | -9% | -12%

Other results.
SMILES | FBPA Giardia inh | HCMV inh | Sm TGR block | AMA1 RON2 block | AmpC detergent | AmpC inh no detg
CCC1C(=O)CC(c2ccco2)NC1c1ccco1 (stereo unspecified) | -9% | -31 | -25% | 3% | -5% | 0%
COc1ccc(/C=C2\SC(=S)N(CCC(=O)N3CCCCC3CCO)C2=O)cc1 (stereo unspecified) | 10% | -84* | -9% | -12% | -7% | 158%[activator]
COc1ccc(CC(=O)Oc2ccc(C(C)(C)C)cc2)cc1S(=O)(=O)N1CCOCC1 | / | -10 | 5% | -3% | -2% | 210%[activator]
COc1ccc2nc(N3C(=O)CC(Cc4cc(C)cc(C)c4)C3=O)sc2c1 (stereo unspecified) | 3% | -19 | 0% | -3% | -13% | 4%
Cc1ccc(C(=O)CSc2nc(-c3ccccc3)nc3c2CCCC3)c(C)c1 | / | 3 | 1% | / | 11% | /
Nc1ccc(Sc2nc3ccccc3[nH]2)cc1 | -6% | 8 | -1% | -3% | -11% | -11%[11.4 µM]
N#CC1(NC(=O)COC(=O)c2cc(O)c3ccccc3c2O)CCCCC1 | / | / | 22µM* | -7% | -15% | -40%

Full records, quoted from the list. Order of values: FBPA Giardia inh | HCMV inh | Sm TGR block | AMA1 RON2 block | AmpC detergent | AmpC inh no detg
CCC1C(=O)CC(c2ccco2)NC1c1ccco1 (stereo unspecified) reads -9% | -31 | -25% | 3% | -5% | 0%
COc1ccc(/C=C2\SC(=S)N(CCC(=O)N3CCCCC3CCO)C2=O)cc1 (stereo unspecified) reads 10% | -84* | -9% | -12% | -7% | 158%[activator]
COc1ccc2nc(N3C(=O)CC(Cc4cc(C)cc(C)c4)C3=O)sc2c1 (stereo unspecified) reads 3% | -19 | 0% | -3% | -13% | 4%
COc1ccc(CC(=O)Oc2ccc(C(C)(C)C)cc2)cc1S(=O)(=O)N1CCOCC1 reads / | -10 | 5% | -3% | -2% | 210%[activator]

Screens as filed in PubChem.
